# CXXC DNA block: MLL CXXC-DNA interaction inhibition; 290,000 tested, 0.037% active; Q03164; MLL-CXXC / FITC-HOXA9 DNA fluorescence polarization; AID 2662; Potency, µM (top dose mostly 115 µM), for inactives: at the highest dose activity change, negative = inhibition, actives largely listed as inhibitors; active means well fitted inhibition curve with a large enough effect in the polarisation, with a control signal flat, not every such curve was filed as active; inconclusive means small, poorly fitted or top-dose-only effect, or effect the other way, or a change in a side signal; inactive means no such curve, though single readings can be large or run the other way; the % refers to the polarisation; further: potency means the concentration at half of the fitted maximal effect
#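 Steps: dispense CXXC domain solution (7 uM) → pin compounds or unlabeled HOX-A9 DNA control → 5 min ambient → add FLSN-HOX-A9 solution (50 nM) → spin → 30 min ambient → fluorescence polarization. Tris pH 7.5/NaCl/DTT/BSA buffer.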
# AT treatment: candidate therapy for ataxia-telangiectasia | […] A-T fibroblasts, KAP-1 phosphorylation AlphaLISA; neocarzinostatin DNA damage 30 min before lysis | Potency, µM (titrated, usually from 57.5 µM), for inactives: top-dose activation, hits mostly activators | 320,000 tested, 0.19% active | AID 485349; further: potency means the concentration at half of the fitted maximal effect; % of control where 0% means no effect; nearly all actives have a fitted effect of over 45% in size
#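 ATM-like activity read as KAP-1 phosphorylation via AlphaLISA donor/acceptor antibody pairs after lysis and 6 hr at 25C. Cells were ATM-null patient fibroblasts ([…], hTERT), dosed 60 min, then exposed to the DSB inducer NCS for 30 min.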
# TSHR antag: antagonists of human thyroid stimulating hormone receptor; TSHR-expressing cells, TSH-stimulated cAMP HTRF, 2 h; stronger effect = lower value; activity change, negative = inhibition, % at 11.5 µM; 330,000 tested, 0.2% active; P16473;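 active means activity change below a set negative limit, meaning inhibition stronger than a set level, cut at about -70% in these data; inconclusive means activity change between two set negative limits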; further: on the % scale 0 is the no-effect control and ±100 the full control effect
#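 TSHR-expressing cells, 200/well, pre-treated with compound, then stimulated with EC80 TSH (4nM final) for 2 hours at 37 deg C. cAMP measured by competitive HTRF: anti-cAMP cryptate antibody in lysis buffer plus cAMP-d2, read after 30 minutes at room temperature.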
# FBPA coupling cs: counter-screen for Giardia aldolase inhibitors: coupling enzyme system | coupling enzyme system counterscreen, AmpLite Red fluorescence | activity change, negative = inhibition, % at 58.2 µM, hits read low | 290,000 tested, 0.67% active; in the data active means activity change below about -30%; further: on the % scale 0 is the no-effect control and ±100 the full control effect
#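 Compounds tested against the coupling enzymes alone at 57.5 uM final; readout was AmpLite Red fluorescence (525/598 nm) after 20 min at RT.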
# Giardia killer: Giardia lamblia killing. Giardia lamblia trophozoite viability. activity change, % at 7.66 µM, hits read low. 340,000 tested, 0.15% active. AID 540267; in the data active means activity change below about -80%; inconclusive means between about -30% and that limit;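 further: parasites exposed to compound for two days anaerobically before the ATP read; on the % scale 0 is the no-effect control and ±100 the full control effect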
#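 Luminescent ATP signal served as the viability read-out, measured 15-30 min after adding ATP detection reagent to trophozoites that had been incubated with compounds for 48 hrs at 37 deg C anaerobically at 100 cells/well.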
# hERG WT inh: inhibitors of human wildtype KCNH2 potassium channel; Q12809; U2OS, BacMam KCNH2, thallium flux FluxOr; stronger effect = lower value; 340,000 tested, 0.37% active; activity change, % at 1.84 µM; AID 720551;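 active means maximum activity change below -70%; inconclusive means maximum activity change between -70% and -50%; inactive means maximum activity change above -50%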; further: on the % scale 0 is the no-effect control and ±100 the full control effect
#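 U2OS cells were transduced with wild-type KCNH2 virus (2.03 x 10^8 / mL) for 4 h at room temperature, then cultured overnight at 37 C. Thallium flux was read with FluxOr dye. Rate constants were normalized to DMSO controls.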
# GALK inhibitor: inhibitors of human galactokinase | P51570 | Purified GALK, Kinase-Glo residual ATP luminescence | Potency, µM (series often up to 57.5 µM), for inactives: top-dose activity change, negative = inhibition, actives largely listed as inhibitors | 270,000 tested, 0.007% active | AID 1868; further: potency means the concentration at half of the fitted maximal effect; on the % scale 0 is the no-effect control and ±100 the full control effect
# Target sequence (P51570 whole entry, looked up): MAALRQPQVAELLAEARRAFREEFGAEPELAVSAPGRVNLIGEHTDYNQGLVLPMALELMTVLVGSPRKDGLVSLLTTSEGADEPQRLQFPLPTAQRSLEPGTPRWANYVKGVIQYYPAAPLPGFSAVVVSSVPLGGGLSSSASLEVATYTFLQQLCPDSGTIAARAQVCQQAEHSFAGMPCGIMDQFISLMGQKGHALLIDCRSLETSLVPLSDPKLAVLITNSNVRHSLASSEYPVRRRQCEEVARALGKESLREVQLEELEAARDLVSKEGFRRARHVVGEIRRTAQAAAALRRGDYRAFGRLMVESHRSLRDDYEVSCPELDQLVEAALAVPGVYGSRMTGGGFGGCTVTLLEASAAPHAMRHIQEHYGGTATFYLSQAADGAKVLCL
#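 Quantitative HTS: GALK 5 nM, ATP 35 uM, galactose 100 uM, 1 h room temperature, then luciferase-based ATP detection.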
# TCR activator: activators of T cell receptors; primary human leukocytes, anti-CD3, IL-2 HTRF, 48 h; Potency, µM (top dose mostly 9.22 µM), for the others: top-dose activation of IL-2 secretion, usual class: activators; 330,000 tested, under 10 active; further: % of control where 0% means no effect
#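 Primary human leukocytes receive a-CD3 beads and test compound and are incubated 48 hr. Secreted IL-2 is then assayed by HTRF, measuring 665nm acceptor emission after 320nm excitation of the europium donor.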
# Tb PFK inh: T. brucei PFK enzyme inhibition | O15648 | T. brucei PFK, ADP-Glo luminescence | Potency, µM (series often up to 57.5 µM), for the others: at the highest dose activity, negative = inhibition, hits mostly inhibitors | 330,000 tested, 0.17% active;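 further: potency means the concentration at half of the fitted maximal effect; 0% = uninhibited 1x PFK enzyme wells and -100% = no-enzyme wells; nearly all actives have a fitted effect of over 60% in size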
# Target sequence (O15648 whole entry, looked up): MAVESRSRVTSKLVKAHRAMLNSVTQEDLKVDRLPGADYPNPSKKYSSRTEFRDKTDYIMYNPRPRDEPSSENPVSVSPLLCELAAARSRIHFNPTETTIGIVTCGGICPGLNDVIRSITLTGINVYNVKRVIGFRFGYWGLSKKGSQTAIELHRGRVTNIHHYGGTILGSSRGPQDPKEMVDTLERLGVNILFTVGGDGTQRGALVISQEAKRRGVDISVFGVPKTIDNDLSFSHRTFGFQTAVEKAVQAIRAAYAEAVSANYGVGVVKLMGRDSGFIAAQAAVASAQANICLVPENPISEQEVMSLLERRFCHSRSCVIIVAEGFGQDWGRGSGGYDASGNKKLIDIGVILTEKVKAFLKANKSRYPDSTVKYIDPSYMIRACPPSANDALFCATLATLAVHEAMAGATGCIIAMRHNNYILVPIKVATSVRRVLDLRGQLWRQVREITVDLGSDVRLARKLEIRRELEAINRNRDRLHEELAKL
#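 PFK 1.25 nM, F6P 0.5 mM, ATP 0.1 mM, 0.1 M TEA pH 8.0, 5 mM MgCl2, 0.01% Tween20, 0.1% BSA; 45 min RT. ADP-Glo readout. qHTS titration up to 57 uM; curves fitted, compounds curve-classed.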
# Chronic BCR inh: inhibitors of chronic active B-cell receptor signaling | ABC-DLBCL IkBa-CBG/CBR reporter, luminescence ratio, 4 h | Potency, µM (top dose mostly 46.1 µM), without a hit: top-dose ratio change, negative = lower green/red ratio, actives largely listed as inhibitors | 340,000 tested, 0.05% active; active means well fitted inhibition curve with a large enough effect in the signal ratio, with a control signal flat, not every such curve was filed as active; inconclusive means small, poorly fitted or top-dose-only effect, or effect the other way, or a change in a side signal; the % refers to the signal ratio;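 further: potency means the concentration at half of the fitted maximal effect; plate controls were basal doxycycline-induced cells for no effect and cells given 10 µM MG132 for full effect; MG132 reads +100%, hits lower the ratio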
#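 TMD8 human ABC-DLBCL cells with doxycycline-inducible IκBα–green luciferase fusion and unfused red luciferase, in 0.5% FBS medium; compounds up to 46 uM, 4 h at 37C. Green/red luminescence ratio, filter-overlap corrected, fitted to concentration-response curves.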
# The depositor's hits bear a star; u = inconclusive; x = no result given; & = joins results of further samples; [ ] = remark or other dose. Unless noted, the call rests on the fitted dose curve; in most records, active means well fitted curve in the direction sought with a large enough effect; inconclusive means small, poorly fitted or top-dose-only effect, or another doubt; inactive means no such curve, though single readings can be large; an effect the other way counts as inactive or inconclusive.
Structure	CXXC DNA block	AT treatment	TSHR antag	FBPA coupling cs	Giardia killer	hERG WT inh	GALK inhibitor	TCR activator	Tb PFK inh	Chronic BCR inh
O=C(COC(=O)CSc1nnc(-c2ccc(Cl)cc2)o1)NCc1ccc2c(c1)OCO2	9%	8%	4	2	8	-9	0%	-9%	-6%	-6%
Cc1n[nH]c(=O)nc1Nc1ccc(O)cc1	2%	x	15	-3	5	-7	4%	x	3%	-10%
O=C(O)c1ccc(N/C(=N\S(=O)(=O)c2ccc(Cl)cc2)c2ccccc2)cc1	-4%	-5%	5	0	0	-9	2%	1%	1%	3%
O=C1CC(Cc2ccc(Br)cc2)C(=O)N1c1ccccc1 (stereo not given)	1%	-3%	-6	0	20	-4	8%	1%	-4%	9%
COc1cccc(N2CCN(C(=O)CCCCCNc3nc(=S)[nH]c4ccccc34)CC2)c1	7%	2%	0	-4	10	7	7%	-23%	-6%	-14%
COC(=O)c1ccc(CSC2=NC[C@@H]3[C@@H]4C(=O)N(C)C(=O)[C@@H]4[C@](Cc4ccccc4)(C(=O)OC)N23)cc1	x	16%	16	x	-9	-7	x	1%[46.1 µM]	-1%	-18%
Brc1cccc2sc(N3CCN(c4ccccc4)CC3)nc12	-2%	3%	-25	0	-21	-8	-2%	6%	4%	u
CCOC(=O)C(NCc1ccc(OC)cc1)(NC(C)=O)C(F)(F)F (stereo not given)	-2%	-1%	4	-1	-12	1	x	-2%[46.1 µM]	5%	0%
Cc1ccccc1OCCC(=O)OCC(=O)NCCc1ccccc1	x	3%	2	x	9	-2	x	4%	0%	-2%
O=C(CN1C(=O)NC2(CCCC2)C1=O)N1CCN(S(=O)(=O)c2ccc(Cl)cc2)CC1	-1%	-1%	-10	1	3	-24	0%	-3%	-2%	4%
COc1cc(N2CCCC2)ccc1C=O	-4%	-5%[11.5 µM]	-1	5	7	-33	10%	-4%	1%	1%
O=C(NCN1C(=O)C2C3C=CC(C3)C2C1=O)Nc1ccccn1 (stereo not given)	-1%	14%	51	3	-16	1	-3%	5%[46.1 µM]	-3%	-4%
Cn1ccnc1C(O)(c1ccccc1)c1ccccc1	7%	-6%	1	0	-10	-7	3%	-1%	0%	0%
O=C(NCC1CCCO1)C1CCN(S(=O)(=O)c2ccccc2)CC1 (stereo not given)	11%	4%	5	0	5	3	6%	1%	-5%	11%
O=C1c2ccccc2C(Nc2ccc3c(c2)OCCO3)N1Cc1ccccc1 (stereo not given)	4%	3%	-10	-2	8	-7	0%	8%	-5%	u
CCC(=O)c1ccc(N2CCN(C(=O)c3ccc(F)cc3)CC2)c(F)c1	0%	3%	-16	0	-3	0	-1%	4%	2%	-1%
CCCn1c(N)nc2ccccc21	4%	x	-7	1	-1	13	3%	2%	-1%	-14%
Cc1ccccc1N1C(=O)C2CCCN2C1=S (stereo not given)	x	-27%	-16	x	26	7	x	-6%	7%	0%
CCCSCCCNC(=O)Cn1cc2c(n1)CCC(C)C2 (stereo not given)	8%	-13%	-8	3	6	1	1%	-138%	-4%	-6%
CCOc1nc(N2CCOCC2)nc(N2CCOCC2)n1	0%	1%	-12	-1	14	5	0%	4%	-7%	-21%
COc1cc2c(cc1NC(=O)COC(=O)CNC(=O)c1ccccc1)oc1ccccc12	-8%	4%	1	0	-2	-5	-2%	-1%	2%	u
Cc1cccc(NC(=O)c2ccc(S(=O)(=O)N3CCCCC3)cc2)c1	19%	5%	-6	x	1	2	0%	-2%	-2%	6%
COc1ccc2c(c1)nc(SCC(C)O)n2C (stereo not given)	5%	-5%	-1	-1	9	-1	1%	-20%[46.1 µM]	7%	u
CCOC(=O)NC(Nc1cc(C)ccn1)(C(F)(F)F)C(F)(F)F	4%	6%	9	0	2	-4	1%	-6%	3%	-1%
Cc1cc(NC(=O)CSCC(=O)Nc2ccccc2N2CCCCC2)no1	x	1%	6	x	-11	-2	x	5%	0%	8%
CC(N=Cc1cc([N+](=O)[O-])ccc1O)c1ccccc1 (stereo not given)	14%	0%	16	8	-18	-170*	-1%	2%	u	-10%
CCn1c(=O)c2sccc2n2c(CCCC(=O)NCCc3ccc(S(N)(=O)=O)cc3)nnc12	3%	-4%	7	2	-8	-1	8%	-5%	-7%	u
O=C(COC(=O)c1ccccc1C(=O)c1ccccc1)Nc1ccc(SC(F)F)cc1	4%	14%	-6	5	-17	3	0%	1%[46.1 µM]	3%	u
O=C(COc1cccc2c1CCNC2=O)NC1CCCCC1	x	2%	0	x	6	1	x	-2%	0%	2%
CCOC(=O)C1=C(C)NC(=O)CC1c1ccccc1 (stereo not given)	0%	4%	7	3	-1	11	1%	2%	-6%	3%

# (more compounds)
Molecule | CXXC DNA block | AT treatment | TSHR antag | FBPA coupling cs | Giardia killer | hERG WT inh | GALK inhibitor | TCR activator | Tb PFK inh | Chronic BCR inh
Cc1ccc(CCNC(=O)C2CC(c3ccccc3[N+](=O)[O-])=NO2)cc1 (stereo not given) | 3% | 7% | 1 | -1 | -4 | -6 | x | 9% | 1% | 2%
O=C(NCC1CCCO1)C(c1ccncc1)N(Cc1ccc(F)cc1)C(=O)CN1C(=O)c2ccccc2S1(=O)=O (stereo not given) | 3% | -1% | -7 | 1 | -4 | -21 | -3% | 1%[46.1 µM] | 0% | 4%
COCc1cc(=O)n2[nH]c(N)nc2n1 | 4% | -4% | 6 | -2 | -2 | -3 | -1% | -1% | -2% | 0%
CN(c1ccccc1)S(=O)(=O)c1cc(C(=O)OCC(=O)N2CCN(C(=O)c3ccco3)CC2)ccc1Cl | 7% | 0% | -10 | 1 | -12 | -8 | -2% | -8% | 0% | -4%
CCOC(=O)c1cnc(N2CCN(c3ccccc3)CC2)[nH]c1=O | -4% | 4% | -4 | 1 | 5 | -2 | 7% | -5% | -6% | 8%
CC(=O)Nc1ccc(CN2CCC(Oc3ccc(C(=O)N4CCCC4)cc3)CC2)cc1 | 12% | -1% | 18 | x | -21 | 27 | -3% | -12% | -1% | u
COc1cccc(OCc2cc(/C=N/NC(=O)c3nc(Cl)c(Cl)c(N)c3Cl)ccc2OC)c1 | 51%[activator] | -3% | 8 | 1 | 3 | -16 | 1% | -2% | -3% | -10%
O=C(O)CSc1nc2ccccc2s1 | -3%&-9% | 2%&-5% | -39&1 | 16&3 | -7 | -1 | -3%&0% | 5% | 5%&-3% | u
COc1ccccc1CNC(=O)COC(=O)c1ccc(Cl)nc1 | x | 16% | -7 | x | -4 | 5 | x | -3%[46.1 µM] | 6% | -5%
COc1cc(S(=O)(=O)NCc2ccccn2)ccc1Cl | 21% | 1% | -4 | 1 | 18 | -1 | -2% | -3% | 5% | 2%

# Three entries from above, as labelled records:
SMILES: Cc1ccc(CCNC(=O)C2CC(c3ccccc3[N+](=O)[O-])=NO2)cc1 (stereo not given)
  CXXC DNA block: 3%
  AT treatment: 7%
  TSHR antag: 1
  FBPA coupling cs: -1
  Giardia killer: -4
  hERG WT inh: -6
  GALK inhibitor: x
  TCR activator: 9%
  Tb PFK inh: 1%
  Chronic BCR inh: 2%

SMILES: COc1cccc(OCc2cc(/C=N/NC(=O)c3nc(Cl)c(Cl)c(N)c3Cl)ccc2OC)c1
  CXXC DNA block: 51%[activator]
  AT treatment: -3%
  TSHR antag: 8
  FBPA coupling cs: 1
  Giardia killer: 3
  hERG WT inh: -16
  GALK inhibitor: 1%
  TCR activator: -2%
  Tb PFK inh: -3%
  Chronic BCR inh: -10%

SMILES: COCc1cc(=O)n2[nH]c(N)nc2n1
  CXXC DNA block: 4%
  AT treatment: -4%
  TSHR antag: 6
  FBPA coupling cs: -2
  Giardia killer: -2
  hERG WT inh: -3
  GALK inhibitor: -1%
  TCR activator: -1%
  Tb PFK inh: -2%
  Chronic BCR inh: 0%

# (cont.)
Molecule | CXXC DNA block | AT treatment | TSHR antag | FBPA coupling cs | Giardia killer | hERG WT inh | GALK inhibitor | TCR activator | Tb PFK inh | Chronic BCR inh
O=C(Nc1ccn(Cc2c(F)c(F)c(F)c(F)c2F)n1)c1ccc(COc2ccccc2Cl)cc1 | 18% | -1% | -26 | -3 | 11 | 7 | -2% | -6% | -1% | -3%
COc1cccc(CN2C(=O)CCC2(C)C(=O)NC2CCCCC2)c1 (stereo not given) | -8% | 12% | 1 | 4 | 1 | 2 | -1% | 2%[46.1 µM] | 2% | -1%
O=C(COC(=O)Cn1cnc2ccccc21)Nc1ccccc1C(F)(F)F | x | 7% | x | x | -25 | 0 | x | 3% | 4% | 1%
CN(C)/C=C/C(=O)c1ccc([N+](=O)[O-])c(CS(=O)(=O)c2ccccc2)c1 | 13% | -6% | -15 | 1 | 19 | -2 | x | -1% | -8% | -7%
